Screening data deposited in PubChem by several laboratories.
LMPTP inh: LMPTP (human) inhibition; recombinant LMPTP-A, OMFP fluorogenic substrate, fluorescence intensity; actives 0.22% (n = 360,000); inhibition, % at 20 µM; P24666;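 active = compounds that cut the enzyme signal by at least half of the control window in the single-dose screen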;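 note: plate controls were DMSO wells with enzyme plus substrate for no effect and substrate without enzyme for full effect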
Target sequence (P24666 whole entry, looked up): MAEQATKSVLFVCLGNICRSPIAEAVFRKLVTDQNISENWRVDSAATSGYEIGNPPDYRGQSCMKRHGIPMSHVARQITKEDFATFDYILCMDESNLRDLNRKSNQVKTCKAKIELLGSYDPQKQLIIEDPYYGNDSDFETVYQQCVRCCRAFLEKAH
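Assay system: LMPTP-A phosphatase enzyme | Input: 0.625 nM enzyme | Also added: Fluorogenic phosphatase substrate OMFP at 400 µM final | Compound dosing: One test concentration per compound, 20 µM, with 3% DMSO overall | Schedule: 50 min enzyme reaction at room temperature, protected from light | Signal: Fluorescence intensity | Benchmarks: no-enzyme and uninhibited controls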
Tb MetRS inh: Trypanosoma brucei MetRS inhibition; actives 0.4% (n = 360,000); AID 624268; purified T. brucei MetRS, ATP depletion, Kinase-Glo luminescence; inhibition, % at 11.9 µM;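 active = inhibition above a per-plate cutoff of the control wells' mean inhibition plus 3 SD, cut at about 5.5% in these data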;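 note: 0% = DMSO wells median and 100% = median of wells with control inhibitor compound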
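Material: parasite MetRS enzyme / Replication: singlicate, one well per compound / Signal: luminescence of leftover ATP / Schedule: 2 h aminoacylation at 25 °C after 15 min preincubation / Medium: HEPES-MgCl2-KCl buffer plus DTT, spermine, BSA, pyrophosphatase / Doses: 11.9 µM single point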
NadD inh: blocks S. aureus nicotinate mononucleotide adenylyltransferase; inhibition, % at 20 µM; actives 0.78% (n = 360,000); purified NadD enzyme, colorimetric absorbance read-out; in the data active = inhibition above about 26%; note: some compounds past the cut are filed as inactive
MLLE-PAM2 inh: inhibitors of microRNA-mediated deadenylation, human PABP1 MLLE binding; inhibition, % at 20 µM; GST-MLLE / FITC-PAM2 fluorescence polarization; actives 0.36% (n = 360,000); in the data active = inhibition above about 35%, passing the limit was not always enough;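 note: plate controls were DMSO wells with GST-MLLE for no effect and wells lacking GST-MLLE protein for full effect; some results filed as inactive read as strong as hits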
CSN inh: inhibitors of human CSN-mediated cullin deneddylation; Q92905; Purified CSN, SCF-Nedd8-OG deneddylation, fluorescence polarization; inhibition, % at 12.5 µM; actives 0.38% (n = 360,000); AID 651999;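 active = pattern-corrected inhibition above about 35%, with an unprinted fluorescence ratio check between 0.5 and 1.5, limit read from the data, passing the limit was not always enough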;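 note: 0% = enzyme with substrate and 100% = substrate without enzyme; some results filed as inactive read as strong as hits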
Target sequence (Q92905 whole entry, looked up, one chain of several): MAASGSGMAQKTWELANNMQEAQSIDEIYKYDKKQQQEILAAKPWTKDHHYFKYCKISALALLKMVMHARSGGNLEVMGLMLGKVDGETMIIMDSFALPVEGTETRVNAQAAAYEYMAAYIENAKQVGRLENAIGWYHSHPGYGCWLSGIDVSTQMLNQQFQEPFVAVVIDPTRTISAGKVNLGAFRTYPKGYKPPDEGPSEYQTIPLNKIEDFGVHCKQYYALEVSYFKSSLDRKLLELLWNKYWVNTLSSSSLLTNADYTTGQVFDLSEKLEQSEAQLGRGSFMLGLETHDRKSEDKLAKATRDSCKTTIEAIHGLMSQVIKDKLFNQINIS
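Material: human Csn5 produced in HEK293T cells; Input: enzyme 0.24 nM; Reagent: SCFSkp2-Nedd8OG substrate at 10 nM final; Dosing: 12.5 µM compound; Incubation: 90 min reaction at room temperature; Detection: fluorescence polarization of the substrate; Evaluation: % inhibition of substrate cleavage by Csn5; Control set: substrate-only high control, full reaction low control.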
STEP inh: STEP (human) phosphatase inhibition | P54829 | recombinant STEP, OMFP fluorogenic substrate, fluorescence | actives 0.25% (n = 360,000) | inhibition, % at 20 µM;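 active = inhibition at 20 µM, scaled per plate between control wells, above about 37%, limit read from the data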;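 note: 0% = DMSO with enzyme and substrate and 100% = substrate only without enzyme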
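Assay system: isolated STEP enzyme. Buffer or medium: pH 6.0 Bis-Tris with DTT and Tween 20. Also added: fluorogenic phosphatase substrate OMFP at 25 µM final. Dosing: 20 µM, 1% DMSO. Timing: 20 min reaction, room temperature, in the dark. Measured by: fluorescence intensity, excitation 480 nm, emission 540 nm. Evaluation: normalized % inhibition.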
SUMO1 PPI mod: alters human SUMO1 binding to SIM partners. P63165. SUMO1 binding to a labelled peptide, TR-FRET, 1 h. inhibition, % at 20 µM. actives 0.33% (n = 360,000); in the data active = inhibition above about 37%
Target sequence (P63165 whole entry, looked up): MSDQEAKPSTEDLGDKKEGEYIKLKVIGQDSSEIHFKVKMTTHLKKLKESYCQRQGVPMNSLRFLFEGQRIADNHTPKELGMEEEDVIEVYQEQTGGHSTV
Rpn11 block: blocks the human proteasome subunit Rpn11 | O00487 | human 26S proteasome, Ub4-pepOG fluorescence polarization; 20S core pre-blocked with epoxomicin | calls only at 20 µM | actives 0.59% (n = 360,000) | AID 588493;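 active = inhibition at 20 µM, scaled to each plate's controls, above about 33%, limit read from the data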
Target sequence (O00487 whole entry, looked up): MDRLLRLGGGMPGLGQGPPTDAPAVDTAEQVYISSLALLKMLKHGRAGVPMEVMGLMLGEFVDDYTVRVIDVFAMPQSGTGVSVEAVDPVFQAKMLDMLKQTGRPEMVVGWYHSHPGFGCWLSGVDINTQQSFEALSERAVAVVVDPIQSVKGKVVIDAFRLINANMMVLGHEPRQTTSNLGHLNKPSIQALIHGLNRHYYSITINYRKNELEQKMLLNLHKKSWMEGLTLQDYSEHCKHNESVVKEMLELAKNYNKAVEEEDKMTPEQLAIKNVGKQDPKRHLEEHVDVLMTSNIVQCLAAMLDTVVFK
Scp1 inh: blocks human Scp-1 phosphatase activity | Q9GZU7 | AID 493091 | Recombinant Scp1, phosphopeptide, malachite green phosphate absorbance | actives 0.88% (n = 340,000) | inhibition, % at 20 µM;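 active = inhibition above about 50% at 20 µM, limit read from the data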;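 note: plate controls were DMSO wells with enzyme for no effect and wells lacking enzyme for full effect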
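Test system: SCP-1 catalytic domain; Buffer or medium: Acidic Tris acetate buffer with magnesium and detergent; Also added: Phosphorylated 17-residue peptide substrate; Compound: single 20 µM dose, 1% DMSO; Schedule: enzyme reaction 45 min at room temperature, colour 5 min, stabilisation 30 min; Signal: Phosphate-binding colour reagent, absorbance read at 630 nm.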
DNMT1 block: inhibitors of human DNMT1. DNMT1 molecular beacon, Hinp1I cleavage, fluorescence. inhibition (reported as % activation of signal), % at 10 µM. P26358. actives 0.83% (n = 360,000); in the data active = inhibition above about 50%
Starred values were filed as active, the others as inactive; i = inactive; . = not tested or not shown.

SMILES	LMPTP inh	Tb MetRS inh	NadD inh	MLLE-PAM2 inh	CSN inh	STEP inh	SUMO1 PPI mod	Rpn11 block	Scp1 inh	DNMT1 block
CC(=O)Nc1c(-c2ccc(Cl)cc2)c(=O)c2ccccc2n1C	-0.8	-0.5	-4.0	6.2	0.6	0.7	-3.2	i	-12.3	-1.7
Cc1ccc(-n2cc(-c3ccccc3)c3c(N4CCN(C)CC4)ncnc32)cc1	0.2	-0.3	-9.4	7.3	-0.3	-1.9	0.4	i	-0.4	-7.8
CCN(CC)CCn1c(=N)n(CCO)c2ccccc21	-1.4	-1.0	-5.6	-8.9	3.9	-2.9	-2.5	i	-3.6	0.7
Cc1cc(N2CCCC2=O)cc(C)c1CN1C(=O)c2ccccc2C1=O	-0.1	0.3	-1.4	-8.3	-0.8	1.5	-11.0	i	-7.7	0.0
CCn1cc(C(=O)N[C@@H](C)C(=O)NCCCO)c(=O)c2cc3c(cc21)OCO3	-2.9	-0.9	-6.6	5.5	-1.8	1.1	2.5	i	0.1	0.5
Cc1cccc(-c2ccc3[nH]c4c(c3c2)CCN2C[C@@H]([C@H](C)OC(=O)Nc3ccccc3C)[C@@H](N(C)C(=O)Nc3ccccc3C)C[C@@H]42)c1	1.9	-1.1	23.3	-25.8	6.7	0.4	-47.2	i	.	-13.8
COc1ccc(Cl)cc1NC(=O)NCc1ccc2c(c1)OCO2	2.0	0.3	0.4	-4.8	1.6	1.1	2.5	i	-8.3	-0.9
O=C(NCC1CC1)c1cccc2c(-c3ccc(F)c(F)c3)coc12	3.4	0.3	-4.2	-15.4	-3.4	4.1	4.2	i	.	14.6
O=C(NCc1ccco1)c1cc(S(=O)(=O)N2CCOCC2)ccc1Cl	-0.1	-1.0	3.2	3.5	-6.9	-1.9	-1.6	i	0.2	3.7
Cc1cc(C)c(S(=O)(=O)ON2C(=O)c3ccccc3C2=O)cc1C	1.2	-0.4	0.8	24.3	-4.7	1.7	-0.4	i	-20.8	-4.5
COc1ccc(Cc2c(-c3cccc(Cl)c3)nc3ccc(Cl)cn23)c(C)c1	3.1	0.6	4.4	-38.0	11.3	0.6	-0.2	i	.	22.8
CCSc1nnc(NC(=O)c2nc3nc(C)cc(C)n3n2)s1	-1.2	-0.3	-3.7	6.6	0.0	-0.7	2.1	i	-4.7	-0.1
CCC[C@H]1CN(Cc2cccnc2)C(=O)[C@@H]1CC(=O)Nc1ccc(Br)cc1	-3.1	71.6*	-4.8	7.1	-4.5	0.2	-3.0	i	.	0.1
COc1ccccc1C(=O)NCCC(=O)NCc1ccccn1	-1.3	0.1	-3.1	-6.0	-2.7	3.8	0.2	i	-5.0	-2.6
Nc1ccc2nc(SCc3ccc([N+](=O)[O-])cc3)sc2c1	3.3	-0.7	-2.2	25.1	-2.0	5.4	-21.2	i	2.8	-16.0
NS(=O)(=O)c1ccc(CNC(=O)CC23CC4CC(CC(C4)C2)C3)cc1	-3.5	0.0	-1.6	-7.4	-1.8	-1.5	-0.3	i	5.6	-0.5
COc1ccc(CCN2CC(C(=O)NCc3cn(C)nc3C)CCC2=O)cc1 (stereo not drawn)	-0.9	-0.1	-1.6	-7.0	-1.4	1.3	-2.0	i	.	4.8
CC(C)(C)[C@@H]1C=C(C(=O)N2CCN(Cc3ccc4c(c3)OCO4)CC2)O[C@H](OCc2ccc(CO)cc2)C1	1.5	-0.3	-0.2	-2.9	1.4	-2.7	0.4	i	-0.2	-9.1
Cc1ccc(S(=O)(=O)n2ccc(OC(=O)c3cccs3)n2)cc1	0.3	-0.2	-13.5	15.8	-0.5	-2.3	5.5	i	-11.6	8.2
COc1ccc(-n2cc(CNCC3CCOCC3)c(-c3cccc(F)c3)n2)cc1	2.8	0.9	-4.5	-4.4	-0.5	1.4	-2.2	i	2.6	2.2
COCCNC(=S)N1CCC(c2nc(-c3ccc(N(C)C)cc3)no2)CC1	-0.6	-0.2	-4.9	-135.3	-0.9	-2.3	1.4	i	-4.0	-3.9
CCN1CCN(C(=O)c2ccc(-c3nc4ccccc4s3)s2)CC1	1.1	-0.7	-3.0	2.2	8.3	2.4	-23.2	i	4.0	-3.8
COc1c(F)c(F)c(C(=O)Nc2cccc(Cl)c2N2CCOCC2)c(F)c1F	0.4	-0.7	-3.2	5.8	1.3	1.0	8.6	i	-7.3	-1.6
O=C1NCCN1CCNc1nc(NCc2ccccc2)nc2ccsc12	37.0	1.6	-1.5	-6.7	-1.7	-1.6	-2.3	i	.	3.5
CN1CCN(C(=O)c2cnn(-c3ccccc3)c2NC(=O)c2cccs2)CC1	-1.9	0.3	-6.9	9.1	-0.3	0.7	4.6	i	-6.5	0.6
CCOC(=O)N1CCN(C(=O)c2cnn3c(C(F)(F)F)cc(-c4cccs4)nc23)CC1	0.1	0.2	0.2	-2.6	2.1	1.8	-9.5	i	1.1	-1.4
Cc1nnc2ccc(N3CCOCC3)nn12	-1.5	-0.7	-0.4	-1.4	1.9	-3.6	-4.1	i	-3.4	1.1
COC(=O)c1ccc(S(=O)(=O)NCc2ccc(S(N)(=O)=O)cc2)n1C	0.5	3.6	-4.3	0.7	-0.8	-0.2	2.6	i	-3.5	-3.8
CCCc1cc(=O)n2[nH]c(NCc3ccc(OC)c(OC)c3)nc2n1	1.3	-0.2	5.3	-9.7	-12.8	-2.1	-0.2	i	-8.7	-4.8
Fc1ccc(Cn2cnc3ccccc32)cc1	-0.2	1.1	0.0	3.7	4.5	0.3	-1.3	i	-10.5	-1.0
N#Cc1c(N)[nH]c2ccc(Sc3ccccc3)cc12	3.3	-0.3	-4.8	8.1	0.5	-0.6	28.6	i	-10.2	-48.4
COc1ccc(S(=O)(=O)NCC2CCCN(Cc3ccc(O)cc3)C2)cc1 (stereo not drawn)	-0.8	0.6	1.1	4.3	2.9	-1.8	-2.8	i	-3.4	1.5
Cc1nc(CC(=O)Nc2nc(-c3ccccc3)cs2)cs1	-0.5	-0.6	-2.3	2.8	-0.8	6.2	0.5	i	-4.8	0.6
Cc1cc(C)n2nc(SCC(=O)NC3CCCCC3)nc2n1	-2.4	0.8	1.1	22.6	0.3	34.7	0.2	i	-11.0	0.6
C[C@H]1CN([C@@H](C)CO)C(=O)CCCn2cc(nn2)CO[C@@H]1CN(C)S(=O)(=O)c1ccc(Cl)cc1	-0.4	-2.3	1.3	8.6	0.5	0.0	2.5	i	.	9.3
O=C(CCSCCc1ccccn1)Nc1nccs1	0.9	0.2	-4.1	0.8	-0.4	-2.2	-5.5	i	9.2	-3.6
N#CCCN(Cc1cccnc1)C(=S)NC(=O)c1ccccc1	-0.5	0.4	-1.7	-8.2	1.1	1.5	3.1	i	-15.3	-0.3
CC(NC(=O)c1ccc2c(=O)n3c(nc2c1)CCCCC3)c1ccccc1 (stereo not drawn)	-1.5	-0.2	-1.8	-1.0	-5.2	2.2	3.3	i	-6.6	0.5
CS(=O)(=O)Nc1ccc(C(=O)NCc2ccco2)cc1	-1.0	0.3	-1.1	15.9	4.4	-3.7	-2.0	i	-5.5	3.8
Cc1c(NC(=O)Nc2cccc([N+](=O)[O-])c2)c(=O)n(-c2ccccc2)n1C	0.1	-0.4	0.8	-13.7	-1.0	1.1	-26.6	i	-6.7	1.0
Cc1ccc(C)c(OCCn2ccnc2)c1	0.4	-0.1	-0.3	1.4	6.4	-3.0	6.2	i	59.1*	1.9
O=C(Cc1cccs1)N1CCN=C1SCc1ccccc1Cl	-0.3	0.1	-8.0	6.8	5.7	-3.9	-1.5	i	-4.7	-3.5
CN(C)S(=O)(=O)c1cccc(C(=O)N2CCN(S(=O)(=O)c3ccc4c(c3)OCCO4)CC2)c1	-0.8	-0.3	6.7	5.5	-1.1	0.8	-4.5	i	.	-0.2
CN(C(=O)c1cccc(NC(=O)Cc2ccc(NC(=O)C3CCN(S(=O)(=O)c4cccc([N+](=O)[O-])c4)CC3)cc2)c1)C1CC1	-0.7	-0.2	7.4	17.2	1.8	0.2	-23.3	i	-19.6	-11.1
C=CCSc1nc2sc(-c3ccccc3)cc2c(=O)n1N	0.2	-0.1	2.8	-17.9	-2.9	2.0	-2.4	i	-4.9	8.0
O=C(CCC(=O)OCC(=O)c1cccc([N+](=O)[O-])c1)NC1CCCCC1	-1.7	0.0	-3.5	1.6	2.5	1.3	-28.9	i	-3.1	1.7
CCOC(=O)c1ccc(N=c2sc(C(=O)OC)cc(=O)n2-c2ccc(C(=O)OCC)cc2)cc1	3.8	0.9	5.2	4.2	0.8	3.1	3.6	i	-19.5	-10.4
CC(C)CC1(C(=O)NCCN2CCOCC2)C=CCN1C(=O)c1ccccc1 (stereo not drawn)	-2.9	0.0	-4.1	1.7	0.3	-1.1	-3.6	i	-3.8	9.1
O=C(CCN1CCN(CCO)CC1)Nc1ccc(Br)cc1	-1.0	-0.9	-9.6	-8.5	-1.4	-2.7	3.0	i	-3.0	-4.7
COC(=O)c1c(-c2ccccc2OC)sc2ccc(OC)cc12	0.5	0.2	-6.0	-12.5	0.5	-8.6	-1.6	i	-8.6	1.4
CCOC(=O)N1CCN(C(=O)c2cc(OC)cc(OC)c2)CC1	-0.6	-0.5	9.2	-6.2	-4.4	-1.6	-0.5	i	-5.2	-0.1
Cc1ccc(C)c2sc(N)nc12	1.1	-0.2	-1.8	16.2	-3.7	0.4	-0.7	i	6.4	1.6
CN(C)CCCNCCCNC(=O)c1ccccn1	-9.7	-0.1	1.7	5.9	-3.7	-1.3	-1.7	i	-2.6	18.0
CCc1ccc(S(=O)(=O)Nc2c(C)n(C)n(-c3ccccc3)c2=O)cc1	-0.4	-0.5	2.1	6.5	-6.8	-1.7	1.5	i	-1.6	1.1
